H9c2 TAG inh: inhibitors of triacylglycerol accumulation; H9c2 cells, Nile Red lipid (TAG) fluorescence; cells loaded with 200 µM oleic acid; inhibition, % at 12.5 µM; actives 0.66% (n = 230,000); AID 651582;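 active = pattern-corrected inhibition of lipid staining of at least 50% with the nuclear-stain viability signal not falling by more than 50%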;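 note: 0% = DMSO wells and 100% = triacsin C control wells; some results filed as inactive read as strong as hits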
H9c2 TAG inh DAPI viability: further read-out of H9c2 TAG inh, marked with its call; DAPI nuclei signal change (viability), lower = more cytotoxic, %;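 whole-well DAPI fluorescence read on a plate reader as a viability signal; minus 50 percent equals half of cells still viable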
Starred values were filed as active, the others as inactive; i = inactive; & = joins results of further samples. An excerpt (hit frequency here may not be typical).

SMILES	H9c2 TAG inh	H9c2 TAG inh DAPI viability
CCc1cc(C(=O)N(CC)CC(=O)Nc2c(F)cccc2F)sc1C	29	5
CCc1c(C(=O)Nc2ccc(OC)cc2)[nH]c(C)c1C(C)=O	-52	-7
CCOC(=O)C1=C(C)NC(SC)=C(C#N)C1CC(C)C (stereo not given)	29	-40
CCc1nc2ccc(C(=O)N3CCN(S(=O)(=O)CC)CC3)cn2c1N(CC)Cc1cccc(Br)c1	2	-4
Cc1ccc(S(=O)(=O)NNC(=O)Nc2ccccc2F)c(C)c1	-3	1
CCCCNC(=O)c1cc2ccccc2s1	-6	-6
CCCC[C@@H]1CCCO[C@@](C(=O)NCc2ccccn2)(C(F)(F)F)C1	25	-33
COc1ccc(-c2cnc(SCC(=O)Nc3ccc4c(c3)OCO4)n2Cc2ccco2)cc1	-3	12
c1cncc(-c2nc(NCc3cccs3)c3ccccc3n2)c1	-5	7
O=C(COC(=O)c1ccc(NS(=O)(=O)c2cccs2)cc1)NCC1CCCO1 (stereo not given)	2	3
CC(=O)COc1ncnc2c(Cl)cc(Cl)cc12	6	25
CC(=O)N1CCN=C1SCc1cccc(C(F)(F)F)c1	9	-2
O=C(c1c(F)cccc1F)N1CCN=C1SCc1ccccc1	-6	1
CCc1nc(C)cc2c1sc1ccccc12	-19	11
CCOc1ccccc1NC(=O)C(OC(=O)c1ccc(N(C)C)cc1)c1ccccc1 (stereo not given)	-41	21
CCOC(=O)c1ccc2ncc(-c3ccccc3)nc2c1	-3	-6
CN(C(=O)c1ccccc1C(=O)OCC(=O)Nc1ccc(S(N)(=O)=O)cc1)c1ccccc1	17	3
CCC(c1nnc(SCC(=O)NC23CC4CC(CC(C4)C2)C3)o1)N(C)C (stereo not given)	-6	6
OC(c1ccc(-c2ccccc2)cc1)c1ncc(-c2ccccc2Cl)[nH]1 (stereo not given)	-2	-1
CC[C@H](C)[C@H]1CNC(=O)C(=O)N1CC1CCN(CCc2ccccc2)CC1	-4	-3
COc1cc(C(=O)Nc2nnc(CC(=O)NCc3ccccc3)s2)cc(OC)c1OC	-18	-1
O=S(=O)(c1cnccc1N1CCN(/N=C/c2ccc(Cl)cc2)CC1)N1CCCCC1	16	-11
O=C1C=C(N2CCOCC2)CO1	-13	-3
Cc1ccc(C)c2sc(NC(=O)C3CC3)nc12	27	-7
CC(C)c1ccc(CC(=O)N2CCC2(C)C(=O)Nc2ccc3c(c2)OCCO3)cc1 (stereo not given)	-4	-2
O=C(COC(=O)CNC(=O)c1sc2ccccc2c1Cl)NC1CCS(=O)(=O)C1 (stereo not given)	5	4
CCC1CCC/C1=N\NC(=O)c1ccc(Cl)cc1 (stereo not given)	2	2
N=c1ccn(Cc2ccc(F)cc2)cc1	-2	3
CN(C)C(=S)Nc1ccc(Br)c(Cl)c1	0	2
Cc1ccc2cc3c(N)c(C(=O)N4CCOCC4)sc3nc2c1	21	-9
CCc1nc2c(OCC(=O)C(C)(C)C)cccn2c1N(C=O)Cc1ccc(OC)cc1	-2	1
CCn1c(O)c(C=NC2CCCC(C)C2C)sc1=S (stereo not given)	2	6
CC(=O)NCCn1c(SCc2cccc([N+](=O)[O-])c2)nc2ccccc2c1=O	-10	-7
C[C@H](CO)N1C[C@H](C)[C@@H](CN(C)S(=O)(=O)c2ccc(F)cc2)OCc2cnnn2CCCC1=O	1	-1
CC(C)n1c(C(F)(F)F)nc2cc(C(=O)N3CCC(O)CC3)ccc21	2	-11
CC(=O)c1cc(C)ccc1OC(=O)c1cccnc1	-10	9
Cc1noc(NS(=O)(=O)c2ccc(NC(=O)c3ccc(N(C)C)cc3)cc2)c1C	14	1
Cc1ccc(Nc2nc(N/N=C\c3ccc4c(c3)OCO4)nc(N3CCOCC3)n2)cc1	136	-98
CC(=O)N1CCc2cc(NC(=O)C3(C)CCN3CCc3ccccc3)ccc21 (stereo not given)	11	-4
Cc1csc(CNc2ncnc3ccc(-c4ccoc4)cc23)c1	-11	4
COc1cc(/C=N/Nc2ccc(F)cc2F)cc(OC)c1O	12	-15
Cc1ccccc1N(C(=O)c1csnn1)C(C(=O)NC(C)(C)C)c1cccs1 (stereo not given)	0	3
COc1ccc(-c2nc(SC)n(S(=O)(=O)c3ccccc3)n2)cc1	0	1
CC(Sc1nnc(-c2ccncc2)n1C)C(=O)NCC(=O)Nc1ccc(F)c(F)c1F (stereo not given)	-9	-3
Cc1c(=O)n(OCc2cccc(F)c2)c2ccccc2[n+]1[O-]	8	6
COc1ccc(CC(=O)N/N=C(\C)c2ccc(Br)s2)cc1	-11	1
COCC(=O)N(C)C1(c2nnnn2CCOC(=O)Nc2ccc(Cl)cc2)CCCCC1	0	-1
CCCN(CC(=O)Nc1ccccc1C)C(=O)c1cc2ccccc2oc1=O	12	-11
O=C(CC1C(=O)NCCN1Cc1ccccc1)NCCCOc1cccnc1 (stereo not given)	0	7
CN(C)c1oc(COc2ccc(F)cc2)nc1C#N	-7	-2
COc1ccccc1CCNC(=O)CCSc1nc(-c2ccco2)cc(C(F)(F)F)n1	30	-10
O=C(NCc1ccccc1Cl)C1CCN(c2cnccn2)CC1	-13	-4
CCNc1nc(Oc2ccc(C(=O)OC)cc2)nc(N2CCOCC2)n1	9	-6
CC(=O)c1ccc(OCc2cc(C(=O)N3CCN4CCCC4C3)no2)cc1 (stereo not given)	-3	0
O=C(Nc1ccc2c(c1)CCC2)c1cnc(Cl)c(Cl)c1	1	-2
Cn1c(SCC(=O)N2CCCC2)nc2ccccc21	0	-8
COc1ccc(Oc2cc(C)c3cccc(C)c3n2)cc1	-74	27
CCc1nnc(NC(=O)c2oc3ccc(Br)cc3c2C)s1	19	-30
COc1cc(OC)nc(NC(=O)NS(=O)(=O)c2ccccc2Cl)n1	1	-2
COc1cccc(/C=N/Nc2nc3ccccc3[nH]2)c1OC	3	4

Continued.
SMILES	H9c2 TAG inh	H9c2 TAG inh DAPI viability
O=[N+]([O-])c1cc(-c2ccc(/C=N/c3nc4ccccn4c3-c3ccco3)o2)ccc1Cl	-3	14
CC(=O)Nc1ccc(CNc2nc(NCCN(C)C)nc3cc(-c4ccccc4)sc23)cc1	40	32
COc1ccc(Cn2ccnc2SCC(=O)Nc2cccc(NC(C)=O)c2)cc1	-1	-5
COCCN=C(NS(=O)(=O)c1cccs1)c1ccccc1Cl	10	-4
Cc1ccc(SCC2=NN(c3nc(C)cc(C)n3)C(=O)C2)cc1	32	-10
Cc1ccc(OCC(=O)NNC(=S)NC(=O)C(C)(C)C)c(Br)c1	6	-3
Cc1ccc(S(=O)(=O)Nc2cc(=O)[nH]c(SCC(=O)Nc3cccc(C)c3)n2)cc1	2	-3
COCCOC(=O)c1c(NC(=O)COC(=O)c2ccc(C)o2)sc(C(N)=O)c1C	11	-2
COc1cccc(C(=O)N2CCC2(C)C(=O)O)c1 (stereo not given)	-3	2
COC(=O)c1ccc(NC(=O)c2cccnc2)cc1	-9	0
c1ccc(OCc2nnc3sc(C4COc5ccccc5O4)nn23)cc1 (stereo not given)	-12	15
CN(C)n1cccc1/C=C(\C#N)S(=O)(=O)c1cccc(Cl)c1	-3	1
COC(=O)c1ccc(/C=C/c2c(-c3ccc(OC)cc3)oc3ccc(N4CCOCC4)cc23)cc1	45	i
NC(=O)CSc1nc2scc(-c3ccco3)c2c(=O)n1-c1ccccc1	1	1
O=C(Nc1nc(-c2ccccn2)cs1)c1cc(S(=O)(=O)N2CCOCC2)ccc1F	2	-19
O=C(NCc1ccc2c(c1)OCO2)c1cc(-c2ccccc2Cl)on1	-8	11
O=C(Oc1cccc([N+](=O)[O-])c1)C1CCN(C(=O)c2ccc(F)cc2)CC1	19	-1
O=C(c1cc2cc(Br)ccc2o1)N1CCN(c2ccccc2)CC1	-27	4
COc1ccc(S(=O)(=O)N2CCOCC2)cc1NC(=O)CN1C(=O)NC(C)(C2CC2)C1=O (stereo not given)	-15	1
O=S1(=O)[C@H]2C[C@@H]3C=C[C@@]2(CN1Cc1cccc(Cl)c1)O3	-21	20
CC(=O)Nc1ccc(Nc2nc(C)cc(C)n2)cc1	-5	2
NS(=O)(=O)c1ccc(CCNc2nc(CN3CCOCC3)nc3sc4c(c23)CCC4)cc1	-9	10
CCCN(C(=O)CSc1nnc(-c2ccoc2C)n1N)C1CCS(=O)(=O)C1 (stereo not given)	2	-3
Cc1ccc(C(=O)N/N=C/c2cccc3ccccc23)cn1	10	0
CN(C)S(=O)(=O)c1ccc(N2CCCC2)c(C(=O)NNC(=O)c2ccc(Br)cc2)c1	-18	7
CN1CCN(C(=O)C2=C[C@H](c3coc4ccccc4c3=O)C[C@H](OCCCCO)O2)CC1	-16	5
CS(=O)(=O)c1ccc(C(=O)NNC(=O)c2cc(-c3ccccc3)n[nH]2)cc1	-7	4
Cc1onc(-c2ccccc2)c1C(=O)N1CCCSC1=Nc1ccccc1	-17&-9	-8&-2
CCCCOc1ncnc2c1[nH]c1ccc(C)cc12	-10	-14
CC(=O)NCc1ccc(-c2csc(N)n2)s1	-1	4
COc1ccc(N2C(=O)CCC(C(=O)N3CCCCC3)C2c2ccc(F)cc2)cc1 (stereo not given)	8	8
CO/N=C/c1c(-c2ccccc2)nn(C)c1Cl	10	-5
O=C(O)c1ccccc1-c1cccc2nncn12	-1	3
CCc1cccc(CC)c1NC(=S)N1CCn2cccc2C1c1ccncc1 (stereo not given)	-15	4
COc1ccccc1CNC(=O)Cn1nnc(-c2ccncc2)n1	-27	4
CN1CCN(C(=O)Nc2ccccc2)CC1	1	1
C=CCn1c(=N)n(CC(=O)OC)c2ccccc21	-6	5
O=S1(=O)c2ccccc2N=NN1Cc1ccc(Cl)cc1	9	-9
CCN1C(=O)c2ccc(C(=O)Nc3nccs3)cc2C1=O	-10	3
CC1CCC(C(C)C)C(OCC(O)CNC(C)c2ccccc2)C1 (stereo not given)	33	-11
CC(C)C[C@@H](CC#N)N1CCN(CCc2ccccc2)CCC1=O	-14	0
COc1ccccc1CNC(=O)COC(=O)CSc1ccc(Cl)cc1	-13	-9
O=C(CN(C(=O)CNC(=O)c1ccco1)c1ccc2c(c1)OCO2)NC1CCCCC1	-4	6
CCC(O)c1cc2c(cc1NC(=O)c1ccc(C)cc1)OCCO2 (stereo not given)	-25	13
COc1ccccc1NC(=O)CSC1=NCCN1	5	1
COC(=O)c1ccc2nc(C3CCCCC3)c3c(c2c1)CCC3	6	1
CCN(CC)c1ncnc2sc3c(c12)CCC3	0	6
O=C(Oc1coc(CSc2nnc(NC(=O)C3CC3)s2)cc1=O)c1c(F)cccc1F	4	-15
Nc1cccn2c(-c3ccc(Cl)c(Cl)c3)cnc12	17	2
COc1ccc(Cl)cc1C(=O)N/N=C/c1ccc(N2CCOCC2)cc1	7	5
Cc1cc(NS(=O)(=O)c2ccc(NC(=S)NC(=O)c3ccc(C(C)(C)C)cc3)cc2)no1	-3	5
COc1cc2cc(CN(Cc3cccnc3)C(=O)Nc3ccccc3F)c(=O)[nH]c2cc1OC	16	4
CC1=C(C(=O)N2CCOCC2)CC(CC(=O)NCc2ccco2)C(=O)N1Cc1ccccc1 (stereo not given)	3	3
CC(C)OC(=O)CNc1n[nH]c(=S)[nH]c1=O	-5	5
Cc1cc(NC(=O)CSc2n[nH]c(-c3ccc(Cl)cc3Cl)n2)no1	13	-4
COc1cc(CNc2ncnc3c2ncn3[C@H]2CN(Cc3ccco3)C[C@@H](CO)O2)cc(OC)c1OC	1	1
Cc1ccc(-c2csc(/C(C#N)=C/Nc3ccccc3SC(F)(F)F)n2)cc1	14	-5
O=c1cc(O)n(-c2ccccc2)c(=S)[nH]1	9	-2
Cc1cccc2cc(C3CC(c4cccs4)=NN3S(C)(=O)=O)c(Cl)nc12 (stereo not given)	-4	55
Cc1ccc2sc(NC(=O)c3ccc(N4C(=O)CCC4=O)cc3)nc2c1C	7	46

More entries:
SMILES	H9c2 TAG inh	H9c2 TAG inh DAPI viability
Cc1ccccc1CSCC(=O)NCc1ccco1	5	8
COc1cc(C(=O)OCCCN2CCOCC2)cc(OC)c1OC	-5	2
O=C(COc1ccccc1[N+](=O)[O-])NCC1(N2CCOCC2)CCCCC1	1	-6
CN(C)C(=O)CS(=O)(=O)c1ccc(Cl)cc1	-9	2
Cc1ccc(SCC(=O)O/N=C(\N)c2cccnc2)cc1	22	-2
O=C(N/N=C(\Cc1ncc[nH]1)c1ccccc1)c1ccncc1	-15	-33
